TRHR PAM – TRH receptor (human) allosteric enhancement | P34981 | TRHR cells, fluo-8 calcium fluorescence, EC20 TRH enhancement | enhancement, % at 2 µM | 360,000 compounds, 0.66% hits; in the data active = enhancement above about 30%; also: 0% is about no effect
Target sequence (P34981 whole entry, looked up): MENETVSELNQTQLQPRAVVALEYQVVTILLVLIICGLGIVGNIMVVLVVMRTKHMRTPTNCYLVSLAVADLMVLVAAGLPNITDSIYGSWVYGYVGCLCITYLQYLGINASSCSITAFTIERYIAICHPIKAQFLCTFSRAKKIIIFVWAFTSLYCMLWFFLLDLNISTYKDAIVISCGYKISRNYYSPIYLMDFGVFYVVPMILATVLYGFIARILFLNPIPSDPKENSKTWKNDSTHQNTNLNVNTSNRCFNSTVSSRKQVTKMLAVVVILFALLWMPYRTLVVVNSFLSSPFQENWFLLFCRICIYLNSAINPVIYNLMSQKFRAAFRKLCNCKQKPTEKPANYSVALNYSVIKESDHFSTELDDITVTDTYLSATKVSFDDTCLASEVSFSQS
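TRHR-expressing cells loaded with fluo-8 calcium dye were read kinetically (ex 480/em 530) during compound addition, then stimulated with an EC20 of TRH (10 nM final). Enhancement of the Gq-mediated intracellular calcium response was scored.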
rTrxR1 inhibitor – inhibitors of rat thioredoxin reductase 1; O89049; recombinant rTrxR1, NADPH fluorescence consumption, selenite substrate; Potency, µM (highest dose often 114 µM), for inactives: at the highest dose activity change, negative = inhibition, usual class: inhibitors; 390,000 compounds, 1% hits; AID 588453; also: potency is read from the fitted curve at half-maximal effect; % is scaled to controls: 0 for no effect and ±100 for the full control effect; nearly all actives have a fitted effect of over 65% in size
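Rat TrxR1 (90 nM in the dispensed reagent) was pre-reduced with 400 uM NADPH for 5 min at room temperature, then incubated with compound for 15 min. After 400 uM selenite was added, NADPH fluorescence (Ex 340/Em 450 nm) was followed for 8 min.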
mIDH1 inhibitor – human IDH1 R132H inhibition | O75874 | IDH1-R132H enzyme, NADPH consumption, diaphorase/resazurin fluorescence | Potency, µM (highest dose often 76.6 µM), for the others: top-dose activity change, negative = inhibition, hits mostly inhibitors | 390,000 compounds, 0.093% hits | AID 602179; also: potency is read from the fitted curve at half-maximal effect; % is scaled to controls: 0 for no effect and ±100 for the full control effect; nearly all actives have a fitted effect of over 65% in size
Target sequence (O75874 whole entry R132H, stated change not applied): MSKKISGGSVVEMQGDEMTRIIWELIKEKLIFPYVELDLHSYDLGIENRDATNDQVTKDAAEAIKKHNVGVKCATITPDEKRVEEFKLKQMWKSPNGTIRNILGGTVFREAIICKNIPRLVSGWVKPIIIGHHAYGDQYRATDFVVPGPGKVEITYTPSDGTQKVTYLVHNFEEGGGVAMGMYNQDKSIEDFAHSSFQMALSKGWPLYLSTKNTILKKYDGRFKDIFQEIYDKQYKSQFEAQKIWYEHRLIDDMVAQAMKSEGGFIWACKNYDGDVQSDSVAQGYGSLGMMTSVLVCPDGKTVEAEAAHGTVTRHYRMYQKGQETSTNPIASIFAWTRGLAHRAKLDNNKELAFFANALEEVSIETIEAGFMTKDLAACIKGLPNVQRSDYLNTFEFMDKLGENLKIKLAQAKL
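IDH1-R132H (0.5 ug/mL) preincubated 30 min with compound, then NADPH (0.016 mM) and alpha-KG (2 mM) added; 80 min at RT, pH 7.5. Remaining NADPH coupled via diaphorase/resazurin to fluorescence (540/590 nm); concentration-response curves normalized to no-enzyme control.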
D2 antagonist – D2 dopamine receptor (human) antagonism | P14416 | HEK293 TREx D2 cells, calcium flux, dopamine EC80 | inhibition, % at 10 µM | 340,000 compounds, 2% hits | AID 485344; in the data active = inhibition above about 30%; also: 0% is about no effect
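Overnight-induced (tetracycline, 30 C) HEK293 T-REx cells carrying force-coupled D2 receive a no-wash calcium dye, then compound, then EC80 dopamine at 180 s; signals are read kinetically throughout.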
USP1-UAF1 inh – USP1/UAF1 (human) deubiquitinase inhibition | AID 743255 | recombinant USP1/UAF1, Ub-Rhodamine cleavage fluorescence | Potency, µM (series often up to 57.1 µM), inactives show top-dose activity change, negative = inhibition, usual class: inhibitors | 390,000 compounds, 0.23% hits; also: potency is read from the fitted curve at half-maximal effect; % is scaled to controls: 0 for no effect and ±100 for the full control effect; nearly all actives have a fitted effect of over 60% in size; inactives centre near -12
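1 nM enzyme complex + cpd, 15 min RT; start with Ub-Rho 150nM final; kinetic fluorescence ex 480/em 540, 6 reads q60 s. Buffer 50mM HEPES pH 7.8, 0.5mM EDTA, 0.1 mg/ml BSA, 1mM TCEP, 0.01% Tween-20.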
Pin1 inhibitor – human Pin1 inhibition; Potency, µM (top dose mostly 115 µM), for inactives: top-dose activity, negative = inhibition, most hits filed as inhibitors; AID 504891; Pin1 FP peptide displacement, HiFluor488, 10 min; 390,000 compounds, 0.009% hits; active = well fitted inhibition curve with a large enough effect in the polarisation, with a control signal flat, not every such curve was filed as active; inconclusive = small, poorly fitted or top-dose-only effect, or effect the other way, or a change in a side signal; inactive = no such curve, though single readings can be large or run the other way; the % refers to the polarisation; also: potency is read from the fitted curve at half-maximal effect; % is scaled to controls: 0 for no effect and ±100 for the full control effect
Target sequence (Q13526 whole entry, looked up): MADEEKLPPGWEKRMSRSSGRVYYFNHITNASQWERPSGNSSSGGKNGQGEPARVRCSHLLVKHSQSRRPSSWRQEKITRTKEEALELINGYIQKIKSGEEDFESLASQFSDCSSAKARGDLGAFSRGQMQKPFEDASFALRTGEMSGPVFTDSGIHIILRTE
TrxR1 substrate – substrates of rat thioredoxin reductase 1. O89049. purified TrxR1 substrate turnover, NADPH consumption readout. Potency, µM (top dose mostly 114 µM), for the others: top-dose activity change, negative = substrate turnover. 390,000 compounds, 0.01% hits; also: potency is read from the fitted curve at half-maximal effect; % is scaled to controls: 0 for no effect and ±100 for the full control effect; nearly all actives have a fitted effect of over 50% in size
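Rat TrxR1, dispensed at 90 nM, was prereduced with 400 uM NADPH (final) for 5 min at ~22 deg C, then incubated with compound 15 min before 400 uM selenite. A first-read NADPH fluorescence drop versus no-compound background flagged substrates.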
D2 ag – activates the human D2 dopamine receptor; P14416; HEK293 T-REx D2 cells, calcium flux agonist mode; activation, % at 2 µM; 340,000 compounds, 0.53% hits; AID 485358;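 active = activation over 3 SD above normal in the single-dose calcium agonist read, cut at about 30% in these data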; also: 0% is about no effect
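Tetracycline-induced HEK293 Trex cells with D2 receptor force-coupled to calcium signaling, plated overnight at 30 C and loaded with no-wash calcium dye. Calcium flux read kinetically for 180 s after compound addition; responses flag agonists.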
TRHR agonist – TRH receptor (human) agonism; P34981; TRHR cells, calcium flux fluo-8, FDSS agonist mode; activation, % at 2 µM; 360,000 compounds, 0.18% hits; in the data active = activation above about 30%; also: 0% is about no effect
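In this calcium-flux screen, cells bearing human TRHR are dye-loaded with fluo-8, baselined for 10 cycles, then exposed to library compounds; positive kinetic calcium responses during the agonist phase mark hits, with TRH as control.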
* marks the source's active call; other numbers are inactive results; ? = inconclusive; nt = not tested or not shown; [ ] = remark or other dose. Unless noted, calls follow the shape of the dose curve; as a rule, active = well fitted inhibition curve with a large enough effect; inconclusive = small, poorly fitted or top-dose-only effect; inactive = no such curve, though single readings can be large or run the other way. This is a subset; rates above refer to the full screens.

Order of values – USP1-UAF1 inh | D2 antagonist | TrxR1 substrate | TRHR PAM | rTrxR1 inhibitor | Pin1 inhibitor | TRHR agonist | D2 ag | mIDH1 inhibitor
- C=CCN(c1ccccc1OC)S(=O)(=O)c1cccc(C(=O)OCC(=O)c2c[nH]c3ccccc23)c1
    -23% | -11 | -8% | 1 | -8% | 48%[activator] | 0.6 | -1.3 | 0%
- Cc1ccc([N+](=O)[O-])cc1S(=O)(=O)NCC1COc2ccccc2O1 (stereo not drawn)
    -7% | nt | -2% | 3 | 7% | -9% | 0.0 | nt | 3%
- CCN(CC(=O)NCC(=O)Nc1ccc(Br)cc1C)Cc1ccccc1
    -20% | 12 | 2%[57.1 µM] | -6 | 2%[57.1 µM] | 2% | 0.0 | 0.8 | 0%
- O=C(Nc1ccc(-c2nc3cc(Cl)ccc3o2)cc1)c1cc(Br)ccc1Cl
    -13% | nt | 14% | 3 | 2% | 23% | -0.5 | 0.0 | -15%
- CC(Sc1nncn1C)C(=O)NCc1ccc2c(c1)OCO2 (stereo not drawn)
    -13% | 5 | -2%[57.1 µM] | 1 | 20%[57.1 µM] | -2% | -1.1 | 0.3 | 7%
- CC(=O)Nc1ccccc1OCC(=O)NCCC1=CCCCC1
    -17% | 10 | -7% | -5 | 1% | 8% | 0.7 | 1.6 | 0%
- CCOC(=O)C1=C(C)NC2=C(C(=O)CC(C)(C)C2)C1c1ccc2c(c1)CCCN2C (stereo not drawn)
    -14% | -26 | -1% | -2 | -8% | 6% | -0.2 | -0.4 | 7%
- CCN(CC)c1ccc(C(=O)OCC(=O)c2ccco2)cc1
    -13% | -5 | -4%[57.1 µM] | 0 | 2% | -4% | -0.3 | -1.2 | -6%
- O=C(O)c1cnn(-c2nc(-c3ccc(Cl)c(Cl)c3)cs2)c1C(F)(F)F
    -27% | -5 | 18% | 8 | 14% | -13% | 0.4 | -1.9 | ?
- N#Cc1c(-c2ccc(Cl)cc2)c2c([nH]c1=O)-c1ccccc1OC2
    -12% | 2 | 87%[activator][57.1 µM] | 4 | -4%[57.1 µM] | 0% | -0.2 | 0.5 | 1%
- COc1cccc(NC(=O)CSc2nc3c([nH]c4ccccc43)c(=O)n2-c2cc(C)cc(C)c2)c1
    -13% | nt | 2%[57.1 µM] | 6 | 22%[57.1 µM] | 15% | 0.2 | 0.5 | -14%
- Cc1cc(C)cc(OCC(O)CN2C(=O)NC(C)(C)C2=O)c1 (stereo not drawn)
    -15% | nt | 4% | -10 | 14% | 1% | -0.2 | nt | 6%
- COc1cc(C(C)=O)ccc1OCC(=O)OC(C)C(=O)c1ccc(F)cc1 (stereo not drawn)
    -4% | nt | -5% | nt | 17% | -7% | nt | nt | -10%
- CCOc1ccc(S(=O)(=O)N(C)c2ccc(OCC(=O)NCc3ccc(C(=O)OC)cc3)cc2)cc1
    -8% | 9 | -3% | 3 | 6% | 2% | 0.1 | -0.1 | -8%
- CCOc1ccc(NC(=O)N2CCCC2C(=O)NCC2CCCO2)cc1 (stereo not drawn)
    -8% | 4 | -2% | 1 | 4% | -6% | 0.3 | 0.5 | 2%
- CCOC(=O)c1c(C)n(-c2ccccc2)c2ccc(OC(=O)c3cccc(OC)c3OC)cc12
    -1% | nt | 4% | 4 | 31% | 1% | -1.1 | -0.1 | 7%
- CCOC(=O)c1c(CN2CCN(C)CC2)oc2ccc(OC)cc12
    0% | 6 | 5%[57.1 µM] | -3 | -9% | 1% | 0.7 | -0.1 | 1%
- COc1ccc(OC)c(CNC(=O)c2cc3c(=O)oc4ccc(C)cc4c3s2)c1
    -34% | nt | 16% | -1 | 39% | -1% | 0.0 | -0.3 | -6%
- Cc1noc(-c2ccc(NCc3ccccc3)c([N+](=O)[O-])c2)n1
    -12% | nt | -5% | 3 | 11% | 3% | 1.1 | 1.2 | -7%
- CC1CCC2(CC1)NC(=O)N(CC(=O)NCc1ccc(F)cc1)C2=O (stereo not drawn)
    -10% | 2 | -4% | 0 | 21% | 1% | -1.7 | -0.1 | -3%
- Cc1ccc(-n2[nH]c(C)c(C=NCc3ccncc3)c2=O)cc1
    -7% | -12 | -6% | 21 | 5% | -10% | -0.7 | -0.1 | -6%
- CCC(C)NC(=O)CCCn1c(=O)c2cccn2c2ccccc21 (stereo not drawn)
    -22% | nt | 4% | 10 | -6% | 0% | -0.4 | -0.6 | -20%
- CC(C)CN1C2CCCC1CC(NC(=O)c1ccc([N+](=O)[O-])cc1)C2 (stereo not drawn)
    -17% | 4 | 2% | -2 | 10% | 0% | 0.6 | 1.6 | 3%
- Cc1ccc(S(=O)(=O)CCC(=O)N2CCN(c3ccccc3F)CC2)cc1
    -14% | -6 | 4% | 3 | 14% | -1% | 0.0 | -0.6 | -2%
- Cc1nn(Cc2ccccc2)c(Cl)c1C(=O)OC(C)C#N (stereo not drawn)
    -17% | 2 | 9%[57.1 µM] | 1 | 19%[57.1 µM] | -3% | 0.4 | -0.2 | -2%
- c1ccc(-c2cc(-c3nc(-c4ccccn4)no3)c3ccccc3n2)cc1
    10% | nt | -7% | nt | -9% | 4% | nt | nt | -5%
- O=C(c1ccc([N+](=O)[O-])cc1)N(Cc1cccs1)C1CCS(=O)(=O)C1 (stereo not drawn)
    2% | -6 | -15% | -4 | -15% | -6% | 0.6 | 0.4 | 8%
- COc1cc(Cl)c(C)cc1NC(=O)Cn1cc(S(=O)(=O)N2CCN(c3ccccc3F)CC2)c2ccccc2c1=O
    -24% | nt | -3% | 5 | 10% | 12% | 0.7 | nt | -4%
- CC(C)(C)n1nnnc1CN1CCSCC1
    2% | 16 | -11% | 2 | 24%[57.1 µM] | 0% | 0.9 | 0.8 | 3%
- CC(=O)NC(c1ccc(Cl)cc1Cl)c1ccc2cccnc2c1O (stereo not drawn)
    -1% | 12 | 0% | -2 | 5% | 6% | 0.4 | 1.2 | -3%

5 of these compounds, set out differently:
SMILES	USP1-UAF1 inh	D2 antagonist	TrxR1 substrate	TRHR PAM	rTrxR1 inhibitor	Pin1 inhibitor	TRHR agonist	D2 ag	mIDH1 inhibitor
Cc1ccc(-n2[nH]c(C)c(C=NCc3ccncc3)c2=O)cc1	-7%	-12	-6%	21	5%	-10%	-0.7	-0.1	-6%
CCC(C)NC(=O)CCCn1c(=O)c2cccn2c2ccccc21 (stereo not drawn)	-22%	nt	4%	10	-6%	0%	-0.4	-0.6	-20%
CC(C)CN1C2CCCC1CC(NC(=O)c1ccc([N+](=O)[O-])cc1)C2 (stereo not drawn)	-17%	4	2%	-2	10%	0%	0.6	1.6	3%
Cc1ccc(S(=O)(=O)CCC(=O)N2CCN(c3ccccc3F)CC2)cc1	-14%	-6	4%	3	14%	-1%	0.0	-0.6	-2%
Cc1nn(Cc2ccccc2)c(Cl)c1C(=O)OC(C)C#N (stereo not drawn)	-17%	2	9%[57.1 µM]	1	19%[57.1 µM]	-3%	0.4	-0.2	-2%

(next part)
Order of values – USP1-UAF1 inh | D2 antagonist | TrxR1 substrate | TRHR PAM | rTrxR1 inhibitor | Pin1 inhibitor | TRHR agonist | D2 ag | mIDH1 inhibitor
- COc1ccc(NC(=O)CCCOc2ccc(Cl)c(C)c2)cc1S(=O)(=O)N1CCOCC1
    -16% | nt | -3% | nt | 14% | 6% | nt | nt | 9%
- CC(C)[C@H](NC(=O)N1CCn2c1nc1ccccc12)C(=O)N[C@@H](C(=O)O)c1ccccc1
    -14% | 21 | 1%[57.1 µM] | -3 | 18%[57.1 µM] | -4% | 0.1 | 10 | 9%
- COc1cc(Cl)c(C)cc1NC(=O)CSc1cc(Cl)ccc1Cl
    -21% | -2 | -4% | -3 | -20% | 19% | 0.3 | -1.4 | 2%
- CCOC(=O)C1CCCN(C(=S)Nc2cccc(Cl)c2)C1 (stereo not drawn)
    -26% | 20 | -4% | 14 | -17% | -11% | 0.1 | 0.0 | 9%
- O=C(NNC(=O)C12CC3CC(CC(C3)C1)C2)c1ccccn1
    0% | -2 | 4%[57.1 µM] | 3 | 3%[57.1 µM] | 1% | 1.0 | 2.4 | -3%
- Cc1cc(C)n(CC(O)COCc2ccccc2)n1 (stereo not drawn)
    -13% | nt | -9% | 4 | -12% | 5% | 0.0 | nt | 5%
- COC(=O)CNC(=O)C1Cc2ccccc2CN1S(=O)(=O)c1cccs1 (stereo not drawn)
    -16% | -4 | 2% | -3 | 10% | -7% | 0.1 | 1.3 | 0%
- COc1cc(C2c3c(-c4ccccc4O)n[nH]c3C(=O)N2Cc2ccncc2)cc(OC)c1OC (stereo not drawn)
    -20% | nt | -5% | -1 | 15% | 0% | 1.6 | 1.6 | -14%
- O=C1c2ccccc2C(O)(Cc2ccccc2)N1C1CCCCC1 (stereo not drawn)
    -16% | -8 | 6% | -4 | -3% | -1% | 0.0 | 0.4 | 3%
- Fc1ccccc1CNCCCSc1nnnn1-c1ccccc1
    -14% | nt | 1% | 6 | 2% | 0% | -0.4 | -0.7 | 0%
- Cc1cc(NC(=O)COC(=O)C2CC(=O)N(c3ccccc3)C2)no1 (stereo not drawn)
    -10% | -16 | -14% | -5 | -12% | 2% | 0.4 | 0.7 | -3%
- COC(=O)c1sc(S(=O)(=O)NCCC(=O)O)c(C(=O)OC)c1C
    -14% | -6 | -2% | 2 | 13% | 7% | -0.1 | 1.5 | 0%
- S=c1nc(-c2ccccc2)[nH]c2ccc(Br)cc12
    2% | -4 | -7% | 0 | -18%[57.1 µM] | 0% | 0.0 | 1.3 | 1%
- CN1CCC(N(C)CC(=O)Nc2cccc(Oc3ccccc3)c2)CC1
    -7% | 2 | 8% | -1 | 19% | -7% | 1.1 | 1.2 | 2%
- CC(=O)Nc1cccc(/C(C)=N/Nc2ccc(S(=O)(=O)Nc3ccccc3C(=O)O)cc2[N+](=O)[O-])c1
    ? | nt | -17% | nt | -29% | nt | nt | nt | ?
- O=C(CCCn1cncn1)N1CCCC(Nc2ccc(F)cc2)C1 (stereo not drawn)
    -11% | -2 | -5% | -4 | -12% | -11% | 0.4 | -0.7 | 7%
